C-LANA FP: blocks KSHV LANA C-terminal domain binding to DNA. MBP-C-LANA/FAM-LBS DNA binding, fluorescence polarization. inhibition, % at 9 µM. hit rate 0.078% among 340,000. AID 504423;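 active means highest replicate inhibition at or above 60% at 9 µM, even if other replicates fall short; inactive means all replicates below 60% inhibition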;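 further: 0% = neutral control wells and 100% = 4 µM acridine orange control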
Keap1 Nrf2 FP: Keap1-Nrf2 (human) interaction inhibition | Keap1 Kelch-Nrf2 peptide fluorescence polarization, 1536-well | inhibition, % at 9.4 µM | hit rate 0.15% among 340,000 | AID 504523; in the data active means inhibition above about 12%;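 further: human Keap1 Kelch domain with fluorescein labeled Nrf2 9mer peptide probe; 0% = neutral control wells and 100% = peptide positive control; higher means more block of Keap1 binding to Nrf2 peptide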
CAL PDZ FP-1: human CAL PDZ-peptide interaction inhibition | Q9HD26 | purified CAL PDZ, TMR-peptide fluorescence polarization, 1 h | inhibition, % at 20 µM | hit rate 0.02% among 330,000 | AID 504414;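 active means highest replicate inhibition of at least 40%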;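 further: plate controls were DMSO neutral control wells for no effect and unlabeled competitor peptide control wells for full effect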
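material = purified tagged CAL PDZ domain construct (CerCALP) | buffer or medium = sodium phosphate/NaCl buffer pH 7.4 with TCEP, IgG, Thesit | reagent = TMR-labelled reporter peptide T*-PRC34 bound in PDZ groove | incubation = 1 h room-temperature incubation prior to read | measured by = fluorescence polarization (mP) | evaluation = percent inhibition from loss of millipolarization | control set = unlabelled peptide and DMSO controls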
Pemphigus Ab inh: inhibitors of pemphigus antibody binding to human desmoglein-3. P32926. DSG3-coupled beads, scFv-anti-DSG3-GFP binding, flow cytometry; active compounds read low. binding (percent of control), % at 10 µM. hit rate 0.48% among 310,000;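 active means binding more than 3 SD below its plate's average and above zero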;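 further: hits lower antibody fragment binding to DSG3; some compounds called inactive have numbers as strong as hits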
DAGLB inh: blocks human DAGLB lipase activity; Q8NCG7; HEK293T DAGLB membrane lysate, EnzChek fluorogenic substrate; inhibition, % at 5.17 µM; hit rate 0.059% among 340,000; in the data active means inhibition above about 34%;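 further: 0% = enzyme with vehicle and 100% = wells lacking enzyme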
Target sequence (Q8NCG7 whole entry, looked up): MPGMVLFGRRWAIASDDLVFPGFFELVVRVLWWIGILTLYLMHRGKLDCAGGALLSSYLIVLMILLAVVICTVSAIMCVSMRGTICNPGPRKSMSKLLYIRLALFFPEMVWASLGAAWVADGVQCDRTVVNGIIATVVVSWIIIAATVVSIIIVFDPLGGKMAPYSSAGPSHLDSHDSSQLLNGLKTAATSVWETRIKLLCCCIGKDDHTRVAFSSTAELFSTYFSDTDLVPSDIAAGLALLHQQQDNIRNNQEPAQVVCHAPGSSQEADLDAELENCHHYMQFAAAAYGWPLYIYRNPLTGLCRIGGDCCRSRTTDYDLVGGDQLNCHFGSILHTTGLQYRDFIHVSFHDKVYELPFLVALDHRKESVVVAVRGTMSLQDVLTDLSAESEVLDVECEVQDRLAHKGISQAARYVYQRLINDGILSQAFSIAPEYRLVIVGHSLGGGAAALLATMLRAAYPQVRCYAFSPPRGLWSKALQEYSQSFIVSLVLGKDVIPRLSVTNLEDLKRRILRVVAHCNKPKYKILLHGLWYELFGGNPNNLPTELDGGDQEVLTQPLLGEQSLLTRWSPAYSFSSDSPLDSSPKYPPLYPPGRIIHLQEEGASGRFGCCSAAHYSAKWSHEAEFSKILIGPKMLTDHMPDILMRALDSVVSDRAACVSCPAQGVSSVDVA
Cardiac RTF inh: cardiac RTF calcium desensitization; hit rate 0.12% among 340,000; AID 493244; inhibition, % at 7.15 µM; IANBD-labeled cardiac RTF, Ca2+ fluorescence;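 active means inhibition above the mean inhibition of all tested compounds plus 3 SD, cut at about 17% in these data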;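 further: assay run at fixed EC70 calcium of 1.6 mM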
CAL PDZ FP-2: CAL PDZ (human) peptide binding inhibition | Q9HD26 | purified CAL PDZ, TMR-peptide fluorescence polarization, 1 h | inhibition, % at 24.9 µM | hit rate 0.92% among 300,000 | AID 602252;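 active means mean inhibition of at least 30% with at least half of replicates also reaching 30%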;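 further: 0% = DMSO neutral control and 100% = excess unlabeled competitor peptide PRC23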
NSD2 inh: NSD2 (human) methyltransferase inhibition | inhibition, % at 12.5 µM | NSD2 peptide methylation, AlphaScreen, 120 min | O96028 | hit rate 0.54% among 310,000; in the data active means inhibition above about 50%
Arrestin-AP2 inh: blocks beta-arrestin peptide binding to AP2 adaptin; FITC-arrestin peptide / GST-AP2 beads, flow cytometry; AP2 beta2 appendage carries R879A mutation; inhibition, % at 10 µM; hit rate 0.31% among 340,000;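 active means inhibition above a set limit, near 3 SD of compounds lacking own fluorescence, cut at about 54% in these data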;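 further: plate controls were DMSO wells for no effect and 5 µM unlabelled arrestin peptide for full effect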
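System: GST-tagged AP2 beta2-adaptin appendage (R879A) on 4 µm glutathione beads / Reagent: FITC-arrestin peptide, 50 nM / Detection: HyperCyt-sampled flow cytometry, FL1 channel, ex 488/em 535 nm / Timing: 12 min plus 1 h, RT / Buffer or medium: PBS plus Tween 20 (0.05%) and BSA (0.1%)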
V-ATPase pH: yeast V-ATPase proton transport regulation by pHLuorin; response, % at 10 µM; S. cerevisiae, pHLuorin cytosolic pH fluorescence; hit rate 0.37% among 350,000; in the data active means response mostly above about 7.3%, no sharp cut-off; inactive means mostly below about 5.4%; further: actives read high; inactives centre near 0; some compounds called inactive have numbers as strong as hits
* = called active by the depositor; . = no result given.

SMILES	C-LANA FP	Keap1 Nrf2 FP	CAL PDZ FP-1	Pemphigus Ab inh	DAGLB inh	Cardiac RTF inh	CAL PDZ FP-2	NSD2 inh	Arrestin-AP2 inh	V-ATPase pH
COc1ccc(/C(C)=N/NC(=O)c2nnn(-c3nonc3N)c2-c2cccs2)cc1OC	-0.8	0	-0.2	92	-2	3	5	-2	-7	-2
CCCCc1nc2sc3c(=O)n(N)cnc3c2c2c1CCC2	-0.7	-4	-1.7	86	-2	-11	0	-2	8	0
CC(C)CN(C(=O)CSc1nc2ccccc2c(=O)[nH]1)c1c(N)n(CC(C)C)c(=O)[nH]c1=O	-0.4	-3	-0.9	117	3	2	-2	0	-3	-2
CCOC(=O)[C@H]1[C@H]2COc3ccc(Cl)cc3[C@@H]2N2C(=O)c3cc(Br)ccc3NC(=O)[C@@]12C	0.9	3	-1.1	101	0	3	-1	.	-2	-1
C=CC[C@H](CC(=O)NCCO)C(=O)NC[C@@H](OC(=O)[C@H](CC=C)CC(=O)OC(C)(C)C)c1ccccc1	0.2	-8	-4.9	102	-1	-2	-3	.	13	-2
Cc1cccc(N2CC(C(=O)Nc3ccc(S(=O)(=O)NCC4CCCO4)cc3)CC2=O)c1C (stereo not given)	0.4	-1	-2.6	.	1	0	-4	1	-7	3
O=C(COC(=O)c1ccc(-c2nnc(-c3ccccc3)o2)cc1)c1ccccc1	0.5	-3	-1.3	103	3	-2	-2	0	-6	-1
Cc1ccc(S(=O)(=O)N2CCCC(C(=O)NC3CC3)C2)cc1 (stereo not given)	-0.1	-1	0.2	109	1	-1	-5	-1	0	-4
O=C(O)/C=C\C(=O)Nc1ccccc1C(=O)N1CCC(O)(c2ccc(Cl)cc2)CC1	-1.0	3	-0.2	110	-3	-1	3	0	-2	2
Cc1cc(OC2CCCCC2)nc(NCc2ccccc2)n1	.	.	.	111	.	.	.	-4	0	3
COc1ccc(C(C#N)N2CCCCC2)cc1OC (stereo not given)	1.4	2	-1.9	77	-3	6	0	-3	28	-3
Cc1ccc(NCc2nnc(SCC(=O)OC3CCCCC3)o2)c(C)c1	2.6	-1	-1.0	.	-7	3	0	1	27	-1
O=C(Cc1ccc([N+](=O)[O-])cc1)Nc1ccc(Br)cn1	-2.2	1	-0.7	124	-1	0	23	0	18	5
Cc1cccc(/C=C/c2onc(C)c2[N+](=O)[O-])n1	.	.	.	97	.	.	.	-3	-14	-4
Cc1cc(C(=O)Nc2ncn(Cc3ccc(F)cc3)n2)ccc1[N+](=O)[O-]	-1.3	-3	-2.8	99	-1	-22	.	.	1	0
CC(=O)C[C@@H](O)CC(=O)[C@@H]1OC(=O)CC/C=C\Cc2ccccc21	-7.8	1	-0.9	102	-2	1	-2	.	-5	15
C=CCNc1nc(C(=O)OCC(=O)NCc2ccccc2OC)cs1	-0.3	-6	-1.2	99	-2	-29	-3	-2	1	-13
COCCN(CCNC(=O)c1ccc(NC2=NC3CS(=O)(=O)CC3S2)cc1)Cc1ccco1 (stereo not given)	-0.4	1	-0.6	105	-1	-1	.	.	10	2
CCSS(=O)(=O)c1cccc2cccnc12	2.1	-3	-0.7	96	.	.	-5	1	-12	-1
COc1ccc(Br)cc1-c1noc(-c2ccccc2F)n1	-0.4	-1	-2.8	103	-2	-15	0	0	0	1
CCOCCCNC(=O)Cn1nc(Cc2ccncc2)c2ccccc2c1=O	0.3	2	-1.0	110	-2	-6	7	5	15	2
CCCC(=O)N1CCN(S(=O)(=O)c2cc(Cl)ccc2OC)CC1	-0.5	-3	-1.6	97	-5	-7	.	-3	-9	3
O=C(C[C@@H]1C/C=C\C[C@@H](Cc2ccc(F)cc2)C(=O)OC[C@@H](Cc2c[nH]c3ccccc23)NC1=O)NCCO	-0.9	1	0.2	104	-2	1	1	.	36	-2
O=C1COc2ccc(S(=O)(=O)N3CCc4ccccc43)cc2N1	-1.0	-2	-1.0	88	-1	-5	7	-3	51	-1
CC(C)(C)c1csc(NNC(=O)c2ccc(Cl)cc2)n1	-0.4	-5	-3.4	95	.	.	.	5	0	3

One compound at a time, from the list above. Screens in order: C-LANA FP, Keap1 Nrf2 FP, CAL PDZ FP-1, Pemphigus Ab inh, DAGLB inh, Cardiac RTF inh, CAL PDZ FP-2, NSD2 inh, Arrestin-AP2 inh, V-ATPase pH
Listed for CC(=O)C[C@@H](O)CC(=O)[C@@H]1OC(=O)CC/C=C\Cc2ccccc21 = -7.8, 1, -0.9, 102, -2, 1, -2, ., -5, 15
Listed for CCSS(=O)(=O)c1cccc2cccnc12 = 2.1, -3, -0.7, 96, ., ., -5, 1, -12, -1
Listed for O=C(C[C@@H]1C/C=C\C[C@@H](Cc2ccc(F)cc2)C(=O)OC[C@@H](Cc2c[nH]c3ccccc23)NC1=O)NCCO = -0.9, 1, 0.2, 104, -2, 1, 1, ., 36, -2
Listed for CC(C)(C)c1csc(NNC(=O)c2ccc(Cl)cc2)n1 = -0.4, -5, -3.4, 95, ., ., ., 5, 0, 3

The listing continues.
SMILES	C-LANA FP	Keap1 Nrf2 FP	CAL PDZ FP-1	Pemphigus Ab inh	DAGLB inh	Cardiac RTF inh	CAL PDZ FP-2	NSD2 inh	Arrestin-AP2 inh	V-ATPase pH
CCOC(=O)c1cnc(SCc2cccc(C)c2)nc1N	3.0	-4	-0.4	.	-8	-13	-3	-3	16	2
Cc1c(C(=O)OC(C)C)sc(NC(=O)c2cccnc2)c1C#N	-0.7	-11	-1.4	110	2	-6	-1	1	15	5
CCCC(=O)NC(=S)Nc1ccc(NC(=O)C(C)C)c(OC)c1	-1.3	-5	-0.8	98	-4	-2	7	-1	0	2
Cc1ccc(-c2nc(N3CCN(C)CC3)c3ccccc3n2)cc1	1.5	-5	-2.6	101	-6	-7	.	6	15	7
O=C(O)C(C(=O)Oc1ccccc1)C(C(=O)O)C(=O)Oc1ccccc1 (stereo not given)	-1.3	1	0.1	97	1	-5	4	2	-9	-1
CC(Sc1nnnn1C1CC1)C(=O)N1c2ccccc2NC(=O)C1(C)C (stereo not given)	-1.8	-8	-0.5	93	1	-1	.	-1	-2	-1
C=CC(=O)Nc1cccc(Oc2ccnc3[nH]ccc23)c1	0.3	-10	-1.6	108	6	3	-5	.	-5	-1
O=C(c1ccc([N+](=O)[O-])s1)N1CCN(c2ccccn2)CC1	-0.4	2	-0.8	99	-4	-7	-3	.	26	3
O=C(Cn1c(=O)[nH]c2ccccc2c1=O)N1CCN(c2cccc(Cl)c2)CC1	-3.6	2	-1.1	104	-1	-3	-2	-1	-9	0
O=C(CCCC(=O)NN=Cc1ccccc1Cl)NN=Cc1ccccc1Cl	1.8	-1	-2.0	106	1	-6	-4	-1	23	-1
CCCCn1nnc(NC(=O)c2ccc(-c3ccccc3[N+](=O)[O-])o2)n1	1.0	-1	-1.4	104	-1	0	.	4	3	-2
O=C(COc1cc(Cl)c(Cl)cc1Cl)NCCN1CCOCC1	0.8	-3	-1.1	.	1	-4	-7	2	2	1
COc1cc(C(=O)OCC(=O)N2CCN(S(=O)(=O)c3ccc(C)cc3C)CC2)c([N+](=O)[O-])cc1OC	0.9	-4	0.3	100	1	-1	-1	1	-1	2
COc1cc(CNCc2ccc(OC)cc2OC)cc(OC)c1	1.2	-5	0.1	112	0	-15	.	5	10	2
COCCNC(=O)c1ccc(Cl)c(S(=O)(=O)Nc2cccc(C)c2C)c1	3.4	5	-1.7	.	0	-1	-1	-1	-14	-3
CC(C)Sc1nc2c(cnn2-c2ccc(F)cc2)c(=O)[nH]1	5.7	7	-2.3	100	1	-13	.	.	6	-3
C[n+]1ccc(C(=O)N/N=C/c2ccco2)cc1	-0.7	-1	0.1	98	-1	-11	-3	0	11	-2
CCCCNc1ccc(C(CC(N)=O)NC(=O)c2cc(C)cc(C)c2)cc1[N+](=O)[O-] (stereo not given)	-1.0	0	-0.4	104	3	-3	-5	.	-3	-1
Cn1c(SCC(=O)Nc2cccc(S(=O)(=O)NC3=NCCCCC3)c2)nnc1-c1ccccc1	-1.6	-1	-2.3	102	3	1	-4	20	32	-1
O=C(Nc1ccccc1)Nc1cccc(Cl)c1Cl	-0.4	0	-3.7	92	-6	-2	2	-1	24	2
CCOC(=O)C1=C(C)N(C)C(=O)NC1c1cccc(O)c1 (stereo not given)	-0.3	-4	-0.1	102	0	-6	-3	0	-6	1
CCOc1ccc(C(C)NC(=S)NCc2ccc(F)cc2)cc1 (stereo not given)	0.2	1	-2.7	105	-4	-8	-4	-2	-8	-1
O=C(c1ccncc1)N1CCN(c2cccc(C(F)(F)F)c2)CC1	1.4	5	-0.3	105	-9	-5	-2	-4	-1	-3
COc1cc(C(CCN2CCOCC2)c2c(OC)cc(OC)c3c(C)cc(=O)oc23)cc(OC)c1OC (stereo not given)	-0.2	-13	-1.2	105	1	9	-2	.	0	7
C=CCN1C(=O)C(Cc2ccccc2)SC1=Nc1ccc(C(=O)O)cc1 (stereo not given)	-1.0	2	-0.3	98	1	1	2	-4	0	-2
CC1CC(C)CN(S(=O)(=O)c2cc3c4c(c2)CCN4C(=O)CC3)C1 (stereo not given)	-0.9	-2	-1.3	.	0	3	7	-1	2	0
Cc1ccc(Nc2nc(-c3cccnc3)cs2)cc1C	-0.9	-6	-1.9	94	0	-5	-3	-3	0	1
NC1(C(=O)O)CCCCC1c1ccccc1 (stereo not given)	-1.3	-4	0.4	112	-1	-3	0	-1	9	2
Cc1cccc[n+]1C1C(c2ccccc2)C(C#N)=C(C(=C=[N-])C#N)NC1(O)C1CC1 (stereo not given)	12	6	0.7	92	13	-8	-2	.	7	3
O=C1CSC(c2ccccn2)N1c1ccc(F)cc1F (stereo not given)	-1.1	0	-1.1	115	-2	-6	2	7	-11	0

In another format: 5 of the compounds above
| SMILES | C-LANA FP | Keap1 Nrf2 FP | CAL PDZ FP-1 | Pemphigus Ab inh | DAGLB inh | Cardiac RTF inh | CAL PDZ FP-2 | NSD2 inh | Arrestin-AP2 inh | V-ATPase pH |
| --- | --- | --- | --- | --- | --- | --- | --- | --- | --- | --- |
| O=C1CSC(c2ccccn2)N1c1ccc(F)cc1F (stereo not given) | -1.1 | 0 | -1.1 | 115 | -2 | -6 | 2 | 7 | -11 | 0 |
| O=C(Cc1ccc([N+](=O)[O-])cc1)Nc1ccc(Br)cn1 | -2.2 | 1 | -0.7 | 124 | -1 | 0 | 23 | 0 | 18 | 5 |
| Cc1c(C(=O)OC(C)C)sc(NC(=O)c2cccnc2)c1C#N | -0.7 | -11 | -1.4 | 110 | 2 | -6 | -1 | 1 | 15 | 5 |
| Cc1ccc(-c2nc(N3CCN(C)CC3)c3ccccc3n2)cc1 | 1.5 | -5 | -2.6 | 101 | -6 | -7 | . | 6 | 15 | 7 |
| C=CC(=O)Nc1cccc(Oc2ccnc3[nH]ccc23)c1 | 0.3 | -10 | -1.6 | 108 | 6 | 3 | -5 | . | -5 | -1 |

Compound activity as filed in PubChem BioAssay.

The list is partial; rates above refer to the full screens.
